Bioassay records from PubChem BioAssay.
CHRM1 agonist = agonists of human M1 muscarinic receptor | P11229 | CHO-K1 hM1, Fluo-8 calcium fluorescence, agonist mode; 0% DMSO, 100% acetylcholine EC100 | activation, % at 3 µM | actives 0.33% (n = 360,000) | AID 588814;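 active means activation above the run's mean compound activation plus 3 SD, cut at about 16% in these data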;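 further: peak over basal fluorescence ratio within a 140 s kinetic read after compound addition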
Target sequence (P11229 whole entry, looked up): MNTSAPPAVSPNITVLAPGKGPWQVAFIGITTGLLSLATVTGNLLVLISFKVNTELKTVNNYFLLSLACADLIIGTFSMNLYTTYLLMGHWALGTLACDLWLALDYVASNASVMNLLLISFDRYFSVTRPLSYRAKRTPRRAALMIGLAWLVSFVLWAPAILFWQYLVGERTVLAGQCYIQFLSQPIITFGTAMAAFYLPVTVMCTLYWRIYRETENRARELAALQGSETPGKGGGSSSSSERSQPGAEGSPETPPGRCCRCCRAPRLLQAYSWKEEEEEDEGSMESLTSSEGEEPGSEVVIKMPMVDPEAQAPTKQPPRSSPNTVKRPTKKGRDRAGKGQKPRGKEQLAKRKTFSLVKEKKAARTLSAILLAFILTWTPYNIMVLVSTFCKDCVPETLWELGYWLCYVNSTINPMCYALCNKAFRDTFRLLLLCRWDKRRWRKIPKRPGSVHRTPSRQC
CHRM1 antagonist = antagonists of human M1 muscarinic receptor; inhibition, % at 3 µM; actives 1.3% (n = 360,000); CHO-K1 hM1, Fluo-8 calcium fluorescence, ACh EC80 antagonist; AID 588852; P11229;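 active means percent inhibition above its own plate's cutoff, namely the mean of that plate's compound wells plus 3 SD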;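 further: peak over basal fluorescence ratio during 140 s after agonist addition; 0% = ACh EC80 plus DMSO and 100% = DMSO alone without agonist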
TAAR1 antag = antagonists of human TAAR1. AID 624466. CHO RD-HGA16 TAAR1, Fluo-8 calcium fluorescence, antagonist. Q96RJ0. inhibition, % at 3 µM. actives 1.5% (n = 360,000);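 active means inhibition above a per-plate cutoff, the mean inhibition of test compounds on that plate plus 3 SD, cut at about 49% in these data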;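 further: 0% = DMSO plus EC80 beta-PEA response and 100% = DMSO alone without agonist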
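Material: CHO RD-HGA16 cells bearing hTAAR1; compound dosing: one-point dosing, 3 µM nominal final; schedule: dye loading 75 min at 37 °C, then 30 min room temperature; measured by: calcium fluorescence with Fluo-8; control set: vehicle and agonist controls; replication: n of 1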
CHO-K1 Ca antag = counter-screen for M1 antagonists: effect in parental CHO-K1 cells | inhibition, % at 3 µM | actives 0.6% (n = 360,000) | ATP-induced calcium, Fluo-8 fluorescence;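 active means inhibition above a per-plate cutoff, the plate's mean sample inhibition plus 3 SD, cut at about 24% in these data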;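 further: 0% = DMSO plus EC80 ATP and 100% = DMSO alone without ATP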
OXTR potentiator = potentiates the human oxytocin receptor response. P30559. CHO-OTR cells, Fluo-8 calcium fluorescence, potentiator mode; 0% = oxytocin EC15, 100% = EC100. activation, % at 3 µM. actives 0.061% (n = 320,000);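 active means activation above that plate's cutoff, the mean activation of tested compounds plus 3 SD, cut at about 6.6% in these data, passing the limit was not always enough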;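 further: 100% uses oxytocin at 75 nM as the full agonist control; some results filed as inactive read as strong as hits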
Target sequence (P30559 whole entry, looked up): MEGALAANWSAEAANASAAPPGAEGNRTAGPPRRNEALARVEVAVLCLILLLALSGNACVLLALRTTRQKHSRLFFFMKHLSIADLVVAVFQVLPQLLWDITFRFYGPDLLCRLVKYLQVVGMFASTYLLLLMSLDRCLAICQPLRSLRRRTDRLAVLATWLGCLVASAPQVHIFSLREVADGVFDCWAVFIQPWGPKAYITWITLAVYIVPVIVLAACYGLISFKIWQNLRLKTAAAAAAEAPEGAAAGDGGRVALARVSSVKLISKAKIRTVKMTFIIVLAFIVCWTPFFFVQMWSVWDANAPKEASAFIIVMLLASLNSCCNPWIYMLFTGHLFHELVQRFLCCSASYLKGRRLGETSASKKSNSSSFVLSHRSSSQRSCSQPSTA
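Material: human OTR in CHO cells. Compound: 3.0 µM, one dose. Timing: compound 6 min at room temperature before oxytocin, 100 s read. Evaluation: % activation of max/min ratio relative to oxytocin controls. Replication: single well per compound, singlicate. Signal: Fluo-8 calcium dye fluorescence.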
CHO-K1 Ca PAM = M1 PAM counterscreen hit in parental CHO-K1 cells. actives 0.02% (n = 360,000). activation, % at 3 µM. ATP EC20, Fluo-8 calcium fluorescence; 0% at ATP EC20, 100% at ATP max;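 active means activation above the run cutoff, the mean activation of all test compounds plus 3 SD, cut at about 40% in these data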;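 further: peak over basal fluorescence ratio in a 140 s read after ATP addition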
CHO parental Ca = counter-screen for OX1R antagonists: effect in parental CHO cells; parental CHO-K1, ATP-induced calcium, Fluo-8 fluorescence; inhibition, % at 5.6 µM; actives 0.63% (n = 330,000); AID 463079;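 active means inhibition above that plate's mean sample inhibition plus 3 SD, cut at about 26% in these data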;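 further: 0% = ATP-challenged DMSO wells and 100% = DMSO wells without ATP; some compounds past the cut are filed as inactive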
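Test system: parental CHO cells; detection: calcium-sensitive Fluo-8 fluorescence; evaluation: percent inhibition of calcium signal; also added: ATP as calcium-mobilizing challenge; repeats: one well per compound; control set: ATP-challenged DMSO wells low, unchallenged DMSO wells high; compound: single nominal dose of 5.6 µM per compound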
M1 ag parental = counter-screen for M1 agonists: effect in parental CHO-K1 cells; Fluo-8 calcium fluorescence; scaled to maximal ATP response, vehicle zero; activation, % at 3 µM; actives 0.48% (n = 360,000); in the data active means activation above about 15%;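 further: untransfected CHO-K1 host cells lacking M1 receptor as counterscreen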
TAAR1 ag = human TAAR1 agonism | Q96RJ0 | CHO RD-HGA16 TAAR1, Fluo-8 calcium fluorescence; vehicle wells 0%, saturating PEA agonist 100% | activation, % at 3 µM | actives 0.99% (n = 360,000) | AID 624467;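 active means activation above the mean activation of all test compounds in the run plus 3 SD, cut at about 38% in these data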
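Test system: RD-HGA16 (CHO) cells co-expressing Gα16 and hTAAR1 / Benchmarks: DMSO vehicle as 0%, PEA at EC100 as 100% / Repeats: no replicates (n 1) / Measure: % activation from peak over basal fluorescence ratio, DMSO-to-PEA scaled / Timing: 17-24 h plating, Fluo-8 75 min 37 °C, 30 min RT / Technique: kinetic Fluo-8 calcium fluorescence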
Starred values were filed as active, the others as inactive; / = no result given.

SMILES | CHRM1 agonist | CHRM1 antagonist | TAAR1 antag | CHO-K1 Ca antag | OXTR potentiator | CHO-K1 Ca PAM | CHO parental Ca | M1 ag parental | TAAR1 ag
CC[C@@H](NC(=O)[C@H](Cc1ccccc1)NC(=O)CC[C@H]1O[C@@H](n2ccc(=O)[nH]c2=O)[C@H](O)[C@@H]1O)c1ccccc1 | -3 | -11 | -18 | 14 | / | 0 | / | 0.2 | 1
Cc1ccc([N+](=O)[O-])cc1-c1ccc(/C=N/NC(=O)CN2CCOCC2)o1 | -3 | -13 | 8 | -2 | -13 | 7 | -13 | 1.9 | 7
CCn1c(C)nc2cc(C(=O)NNC(=O)c3ccc(C)cc3)ccc21 | -3 | -7 | 12 | -16 | -6 | 2 | -12 | 0.3 | 8
O=C(/C=C/c1ccccc1)Nc1ccc(S(=O)(=O)N2CCOCC2)cc1 | -2 | -2 | -2 | -9 | 3 | 13 | -12 | 0.2 | 5
C=C(C)Cn1c(C2CC(=O)N(Cc3ccccc3)C2)nc2ccccc21 (configuration not stated) | -2 | -14 | 1 | -9 | -2 | 5 | -2 | 1.7 | 6
COc1cc(/C=N/NS(=O)(=O)c2ccc(C(C)(C)C)cc2)cc([N+](=O)[O-])c1O | -11 | -5 | 18 | 15 | -10 | -10 | 9 | -0.3 | -2
Cc1ccc(-c2nnn(CC(=O)NCC3COCCO3)n2)o1 (configuration not stated) | 0 | -9 | -8 | -2 | -5 | 12 | -12 | 0.0 | 9
Cc1ccc(C)c(N(CC(=O)N2CCCCCC2)S(C)(=O)=O)c1 | -8 | -17 | -10 | -7 | -13 | 18 | -14 | 0.9 | 3
Cc1c(CCC(=O)NCCCn2ccnc2)c(=O)oc2cc3oc4c(c3cc12)CCCC4 | -14 | 1 | -39 | 12 | 0 | -4 | -28 | -1.7 | 0
Cc1ccc(NC(=O)COC(=O)CCC2CCCC2)cc1S(=O)(=O)N1CCOCC1 | 1 | -1 | 5 | -6 | -4 | 1 | -14 | 5.7 | 4
O=C(O)CCCn1c(=S)[nH]c2c(sc3ccc([N+](=O)[O-])cc32)c1=O | -1 | -14 | 2 | -17 | -5 | 3 | -5 | 0.4 | 6
CC1CN(C(=O)c2ccc(NS(=O)(=O)c3ccc(F)c(F)c3)cc2)CC(C)O1 (configuration not stated) | 1 | -1 | 10 | -8 | 1 | 9 | -8 | 1.1 | 1
CN(C(=O)c1cccc(C#N)c1)c1nnc(-c2ccncc2)s1 | -2 | -14 | -14 | -5 | / | 19 | / | 0.4 | 7
COc1ccc(CCN(C)Cc2ccc(C(=O)Nc3ccccc3)cc2)cc1OC | -5 | -16 | -15 | -11 | -6 | 22 | -19 | 2.6 | 3
Cc1ccc(C)c(NC(=O)COC(=O)c2ccc3c(c2)OCO3)c1 | -7 | -6 | -3 | -8 | -5 | 18 | -1 | 0.3 | 2
CCOC(=O)N1CCC(NC(=O)c2oc3c(C)c(C)ccc3c2C)CC1 | -5 | 11 | -7 | 3 | 4 | 15 | -24 | -0.3 | -2
O=C(NCCCN1CCc2ccccc2C1)Nc1ccc(Br)cc1 | -1 | 44* | 8 | -4 | -23 | 19 | 2 | 5.6 | 28
CC1(C)CN(c2cccc(C#N)c2)C1=O | -14 | 6 | 7 | 6 | -8 | -12 | -5 | -0.5 | 7
O=C(Cc1cccc2ccccc12)N/N=C1\CCCc2ccccc21 | -2 | 8 | 10 | 5 | -24 | 11 | -4 | 0.9 | -1
Cc1ccccc1NC(=S)NCC1CCN(C(C)c2ccccc2)C1 (configuration not stated) | -7 | 15 | -12 | -3 | -6 | 10 | -12 | 0.9 | 1
Cc1csc(NC(=O)COCC(=O)O)c1-c1nc2ccccc2s1 | -2 | -4 | 3 | -6 | 1 | 1 | -2 | -0.1 | 1
O=C(CN1CCN(c2ccccn2)CC1)Nc1cc(C(F)(F)F)ccc1Cl | -3 | 1 | 39 | -9 | -17 | 14 | -26 | 3.6 | 6
Cc1ccc2c(c1)N(CC(=O)NC1CCC(C)CC1)C(=O)c1cccnc1O2 (configuration not stated) | -3 | 21 | -26 | 18 | -8 | -2 | -14 | 2.6 | -1
O=C(Nc1ccccc1C(=O)N1CCCCCC1)c1ccccc1Cl | -8 | 12 | 1 | 21 | -8 | -14 | -15 | -0.2 | 0
CCOC(=O)c1cnn(Cc2ccc(C)cc2)c1N | 0 | -9 | -11 | -9 | 3 | -3 | -6 | 2.4 | 1

Continued; the last two above are carried over.
SMILES | CHRM1 agonist | CHRM1 antagonist | TAAR1 antag | CHO-K1 Ca antag | OXTR potentiator | CHO-K1 Ca PAM | CHO parental Ca | M1 ag parental | TAAR1 ag
O=C(Nc1ccccc1C(=O)N1CCCCCC1)c1ccccc1Cl | -8 | 12 | 1 | 21 | -8 | -14 | -15 | -0.2 | 0
CCOC(=O)c1cnn(Cc2ccc(C)cc2)c1N | 0 | -9 | -11 | -9 | 3 | -3 | -6 | 2.4 | 1
COc1ccc(NC(=O)Nc2cnccn2)cc1 | -2 | 2 | -6 | -12 | -1 | 21 | -2 | 1.1 | 3
CC1CCC(N2CCN(C(=O)c3ccccc3F)CC2)CC1 (configuration not stated) | -7 | -9 | -4 | -7 | -3 | 11 | -9 | 0.6 | 1
O=S(=O)(NCc1ccccn1)c1ccc(Br)s1 | -4 | -7 | 10 | 8 | 3 | -1 | -7 | 0.0 | 12
O=C(O)c1ccccc1OCC1CCCO1 (configuration not stated) | -3 | -2 | -9 | -11 | -6 | -3 | -2 | 0.7 | 4
O=C(Nc1ccc(N2CCCC2)c(Cl)c1)c1ccco1 | -9 | -12 | 5 | -17 | -3 | 13 | -16 | 0.1 | -4
Cc1ccc(CN2CCNC(=O)C2CC(=O)N(C)C(C2CC2)C2CC2)o1 (configuration not stated) | -1 | -12 | 9 | 3 | -8 | -3 | -6 | -0.2 | 0
CCOP(=O)(NC12CC3CC(CC(C3)C1)C2)NC12CC3CC(CC(C3)C1)C2 | -3 | -6 | 5 | -12 | -5 | 9 | -12 | 1.9 | -2
CN(Cc1ccc(OC(F)F)cc1)C(=O)c1ccc(S(=O)(=O)N(C)c2ccccc2)cc1 | -3 | 21 | 47 | -5 | -8 | -18 | 0 | 4.6 | 4
CC(C)(C)OC(=O)N(CCc1ccccc1)Cc1cccc(OCc2cccc(NC(=O)C3CCCC3)c2)c1 | -1 | 0 | 4 | 4 | / | -7 | / | 0.2 | 2
Cc1cc(OC(C(=O)O)c2ccccc2)c2c(C)c(Cc3ccccc3)c(=O)oc2c1 (configuration not stated) | -3 | 0 | -43 | -12 | -4 | -9 | -13 | 0.3 | 0
CCOC(=O)/C(C#N)=C\c1ccc2c(c1)OCO2 | -3 | -8 | 9 | -5 | -12 | 5 | 1 | 0.2 | 2
COc1ccc(/C=N/n2c(-c3cc(C)[nH]n3)n[nH]c2=S)cc1OC | 0 | -7 | -2 | -10 | -5 | 15 | -9 | 0.7 | -1
Nc1ncnc2c1ncn2[C@@H]1O[C@H](CNC(=O)[C@@H]2CCN2)[C@@H](O)[C@H]1O | 0 | -27 | -5 | -15 | / | 11 | 2 | -0.1 | 1
O=C(OCc1cnc(Cl)s1)c1c(F)cccc1F | -2 | -1 | 4 | -11 | 0 | 14 | -1 | 3.0 | 13
CCOC(=O)[C@H]1[C@H]2COc3cc(OC)ccc3[C@@H]2N2C(=O)N(c3cccc(F)c3)C(=O)[C@@]12C | -9 | 3 | 13 | -6 | -2 | 7 | -25 | -0.5 | 4
Cc1cc(-c2cn3ccccc3n2)c(C)n1-c1ccccc1 | -6 | 34* | 9 | -6 | -13 | -14 | -21 | 0.3 | 0
COc1ccccc1N(CC(=O)N/N=C(\C)c1ccc(F)cc1)S(=O)(=O)c1ccccc1 | -6 | -18 | -4 | -20 | -1 | -1 | -16 | -0.4 | -4
Cc1c(C(=O)NCc2cccs2)sc(=O)n1Cc1ccc(S(C)(=O)=O)cc1 | -6 | -8 | -14 | -4 | / | 6 | / | 3.9 | 5
Cc1ccc(S(=O)(=O)NCC2COc3ccccc3O2)cc1 (configuration not stated) | -6 | -3 | -4 | -1 | -2 | 8 | -18 | 1.2 | -1
CCCn1c(SCc2nc(-c3cccs3)no2)nnc1-c1ccncc1 | -4 | -7 | 7 | -23 | -6 | 11 | -5 | 2.9 | 1
COc1ccc(NC(=O)c2cccc(NC(=O)c3ccco3)c2)c(OC)c1 | 0 | 0 | 32 | -3 | -1 | 13 | -11 | 4.0 | 10
CCCCCC(=O)N1C[C@@H](n2cc(C3CC3)nn2)[C@H](O)C[C@@H]1c1ccc(Cl)cc1 | 0 | -1 | -19 | 16 | / | 2 | / | 0.4 | 2

Entries from the list above that have an aryl methoxy group (seven):
SMILES | CHRM1 agonist | CHRM1 antagonist | TAAR1 antag | CHO-K1 Ca antag | OXTR potentiator | CHO-K1 Ca PAM | CHO parental Ca | M1 ag parental | TAAR1 ag
COc1cc(/C=N/NS(=O)(=O)c2ccc(C(C)(C)C)cc2)cc([N+](=O)[O-])c1O | -11 | -5 | 18 | 15 | -10 | -10 | 9 | -0.3 | -2
COc1ccc(CCN(C)Cc2ccc(C(=O)Nc3ccccc3)cc2)cc1OC | -5 | -16 | -15 | -11 | -6 | 22 | -19 | 2.6 | 3
COc1ccc(NC(=O)Nc2cnccn2)cc1 | -2 | 2 | -6 | -12 | -1 | 21 | -2 | 1.1 | 3
COc1ccc(/C=N/n2c(-c3cc(C)[nH]n3)n[nH]c2=S)cc1OC | 0 | -7 | -2 | -10 | -5 | 15 | -9 | 0.7 | -1
CCOC(=O)[C@H]1[C@H]2COc3cc(OC)ccc3[C@@H]2N2C(=O)N(c3cccc(F)c3)C(=O)[C@@]12C | -9 | 3 | 13 | -6 | -2 | 7 | -25 | -0.5 | 4
COc1ccccc1N(CC(=O)N/N=C(\C)c1ccc(F)cc1)S(=O)(=O)c1ccccc1 | -6 | -18 | -4 | -20 | -1 | -1 | -16 | -0.4 | -4
COc1ccc(NC(=O)c2cccc(NC(=O)c3ccco3)c2)c(OC)c1 | 0 | 0 | 32 | -3 | -1 | 13 | -11 | 4.0 | 10

An unsorted share of the library; 4.2% or so of the library scored in one or more.
